Assay outcomes as filed in PubChem BioAssay.
MrgX1 allo act: allosterically activates human MrgX1 receptor signaling; MrgX1-HEK293, Fluo-4 calcium flux, FDSS; stronger effect = higher value; 310,000 compounds, 0.63% hits; B-score at 10 µM;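 active means plate-corrected calcium response at least 3 library SD above typical, normal starting fluorescence, not activating the receptor alone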;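 further: compound read alongside a low EC10 to EC30 dose of BAM8-22 agonist; peak minus trough fluorescence over baseline measured at the second addition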
RGS4 act: potentiators or activators of RGS4. B-score at 10 µM. 310,000 compounds, 0.92% hits. HEK293 M3R/inducible RGS4, carbachol calcium flux Fluo4; stronger effect = lower value;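 active means B-score of the integrated calcium signal more than 4 SD below the library mean, with starting fluorescence not abnormally high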;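 further: negative B-score means reduced calcium response which marks RGS4 activation or potentiation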
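Reagent: ECmax carbachol challenge; Test system: M3R-expressing HEK293 line, RGS4 induced by doxycycline; Schedule: overnight RGS4 induction, 30 min dye load 37 °C, 20 min compound RT; Detection: calcium dye Fluo4 fluorescence; Read-out: Agonist-evoked peak-minus-minimum fluorescence over baseline, integrated ratio, B score.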
MrgX1 ag: activates human MrgX1 receptor signaling; B-score at 10 µM; Q96LB2; 310,000 compounds, 0.44% hits; AID 588627; MrgX1-HEK293 cells, Fluo-4 calcium fluorescence, agonist mode; stronger effect = higher value;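 active means calcium response B-score plate-corrected fluorescence ratio at least 3 library SD, with starting fluorescence B-score inside 5 SD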
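Test system: HEK293 cells stably expressing human MrgX1 receptor; amount: 15,000 cells per well; doses: compound delivered in addition one of three; times: overnight plating before 1 h dye loading; detection: Fluo-4 NW calcium-flux fluorescence, kinetic read; read-out basis: B-scored fluorescence response ratio; controls: positive and negative controls per plate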
TRPC6 activator: activators of mouse TRPC6 channel. 310,000 compounds, 0.13% hits. HEK293-TRPC6 membrane potential dye fluorescence; stronger effect = higher value. AID 2550. Q61143. B-score at 10 µM;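 active means B-score of the integrated fluorescence ratio above library mean plus 3 SD, and starting fluorescence ratio within library mean plus 5 SD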;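 further: higher score means more depolarization so channel activation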
Target sequence (Q61143 whole entry, looked up): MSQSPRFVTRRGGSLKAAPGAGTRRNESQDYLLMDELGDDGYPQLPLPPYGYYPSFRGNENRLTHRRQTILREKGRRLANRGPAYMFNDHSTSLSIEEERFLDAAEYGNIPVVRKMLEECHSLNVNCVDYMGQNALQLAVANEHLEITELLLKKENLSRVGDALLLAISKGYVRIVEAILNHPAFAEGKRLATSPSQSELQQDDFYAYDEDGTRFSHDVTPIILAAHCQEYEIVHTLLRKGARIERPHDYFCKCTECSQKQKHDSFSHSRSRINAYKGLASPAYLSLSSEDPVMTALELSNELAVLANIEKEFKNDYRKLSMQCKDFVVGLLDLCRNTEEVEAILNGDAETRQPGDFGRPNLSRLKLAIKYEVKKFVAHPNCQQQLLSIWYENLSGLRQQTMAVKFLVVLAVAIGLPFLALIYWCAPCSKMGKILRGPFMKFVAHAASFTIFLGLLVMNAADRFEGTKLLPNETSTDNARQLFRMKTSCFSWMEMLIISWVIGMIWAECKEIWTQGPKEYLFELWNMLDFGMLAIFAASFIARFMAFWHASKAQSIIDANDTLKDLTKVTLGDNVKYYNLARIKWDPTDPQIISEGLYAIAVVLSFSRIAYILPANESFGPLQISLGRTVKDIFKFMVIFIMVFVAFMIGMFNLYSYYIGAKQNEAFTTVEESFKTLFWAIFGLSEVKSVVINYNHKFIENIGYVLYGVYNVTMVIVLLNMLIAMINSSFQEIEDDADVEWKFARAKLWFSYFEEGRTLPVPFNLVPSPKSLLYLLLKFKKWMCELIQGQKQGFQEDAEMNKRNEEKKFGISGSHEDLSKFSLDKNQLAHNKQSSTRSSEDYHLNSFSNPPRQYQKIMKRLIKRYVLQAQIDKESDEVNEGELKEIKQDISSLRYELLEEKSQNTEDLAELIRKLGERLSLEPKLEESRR
TRPC6 inh: inhibitors of mouse TRPC6 channel; 310,000 compounds, 1.1% hits; AID 2553; B-score at 10 µM; HEK293-TRPC6, membrane potential dye, ACh-evoked depolarization; stronger effect = lower value;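 active means B-score under library mean minus 3 SD, initial fluorescence not abnormally high, positive integrated signal ratio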;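 further: B-score derived from integrated fluorescence ratio over the kinetic read; more negative B-score means stronger inhibition of depolarization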
HDAC3 inh: inhibitors of human histone deacetylase 3; 320,000 compounds, 0.15% hits; inhibition, % at 8.3 µM; recombinant HDAC3, fluorogenic peptide/trypsin coupled, fluorescence; in the data active means inhibition above about 26%, passing the limit was not always enough
TMEM16A inh: blocks the mouse calcium-activated chloride channel TMEM16A; Q8BHY3; HEK293 TMEM16A/YFP iodide influx fluorescence, ionomycin; normalized B-score (activity score, 25-100; higher = stronger inhibition) at 10 µM; 310,000 compounds, 1.2% hits;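 active means ratio plate-corrected score three or more library SD toward inhibition, starting fluorescence score within five deviations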;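 further: score derived from kinetic fluorescence span divided by baseline fluorescence per well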
RGS4 block: inhibitors of human RGS4; P49798; HEK293 M3R/RGS4 inducible, Fluo-4 calcium flux; stronger effect = higher value; triggered by carbachol at its EC20; B-score at 10 µM; 310,000 compounds, 0.45% hits;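 active means B-score, a plate-corrected calcium signal, over three deviations above library mean, with baseline fluorescence within five deviations of library mean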;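 further: RGS4 expression induced by doxycycline in cells with stable M3 receptor; B-score is computed from the integrated fluorescence ratio over baseline after carbachol; higher B-score means a larger calcium signal and so more RGS4 inhibition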
Target sequence (P49798 whole entry, looked up): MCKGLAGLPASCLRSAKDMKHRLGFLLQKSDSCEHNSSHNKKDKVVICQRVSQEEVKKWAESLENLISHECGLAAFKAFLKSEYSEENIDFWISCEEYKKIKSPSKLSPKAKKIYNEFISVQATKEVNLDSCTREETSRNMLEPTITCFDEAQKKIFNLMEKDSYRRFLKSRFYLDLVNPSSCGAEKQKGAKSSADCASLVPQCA
SKKanGAS inh: SKKanGAS growth inhibition; S. pyogenes SKKanGAS, kanamycin growth, BacTiter-Glo, 6 h; inhibition, % at 7.5 µM; 300,000 compounds, 1.3% hits;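 active means mean replicate score, as percent of positive control median, at least 50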;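 further: strain carries kanamycin resistance gene driven by streptokinase promoter and grows in 40 µg/ml kanamycin; loss of luminescence reflects streptokinase promoter inhibition or plain growth inhibition; 0% = median of DMSO wells and 100% = positive control at its reference dose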
MrgX1 antagonist: antagonists of human MrgX1 receptor; Q96LB2; MRGX1-HEK293 calcium flux, Fluo-4, BAM8-22 antagonism; stronger effect = lower value; B-score at 10 µM; 310,000 compounds, 1.3% hits;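 active means calcium-response B-score plate-corrected more than 3 library SD below zero, starting fluorescence within 5 deviations, no agonist response on first addition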;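 further: peak minus trough fluorescence over baseline after final BAM8-22 challenge near maximal dose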
TMEM16A act: activators or potentiators of mouse TMEM16A chloride channel; Q8BHY3; HEK293 TMEM16A/YFP-H148Q/I152L, iodide quench fluorescence; stronger effect = lower value; B-score at 10 µM; 340,000 compounds, 0.3% hits;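 active means fluorescence-ratio B-score plate-corrected deviation score at least 3 library SD below zero, with starting fluorescence score within 5 deviations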;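 further: channel opened by trigger with iodide after compound preincubation; score built on the fluorescence ratio of max minus min over baseline; more negative score means more quench and so TMEM16A activation or potentiation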
The depositor's hits bear a star; i = inactive; · = not tested or not shown.

SMILES | MrgX1 allo act | RGS4 act | MrgX1 ag | TRPC6 activator | TRPC6 inh | HDAC3 inh | TMEM16A inh | RGS4 block | SKKanGAS inh | MrgX1 antagonist | TMEM16A act
Cc1cccc(C(=O)Nc2ccc(N3CCN(c4ccc(C(F)(F)F)cn4)CC3)nc2)c1 | i | i | i | i | i | 5.5 | i | i | 11.7 | i | i
CC1=CC2=NC(=O)/C(=C\c3cc(C)n(-c4ccc(F)cc4)c3C)C(=N)N2O1 | i | i | i | i | i | 5.1 | i | i | -10.7 | i | i
CC(=O)NC1=NN(C(C)=O)C(C)(c2ccco2)S1 (stereo unspecified) | i | i | i | i | i | -2.4 | i | i | -6.1 | i | i
CCOC(=O)c1ccc(NC(=O)CSc2nnc(CC)o2)cc1 | i | i | i | i | i | -2.2 | i | i | -8.5 | i | i
CCOC(=O)c1cn(Cc2ccccc2)nn1 | i | i | i | i | i | -1.4 | i | i | 3.0 | i | i
CC(C)Oc1ccc(CSC(=N)N)cc1 | i | i | i | i | i | 1.2 | i | i | -7.2 | i | i
COc1cccc(C(=O)NC(=O)Nc2cc(C)on2)c1 | i | i | i | i | i | -2.8 | i | i | -4.1 | i | i
CC(C)c1ccccc1OCC(=O)N(C)CC(=O)Nc1ccc(F)cc1 | i | i | i | i | i | 2.1 | i | i | -1.7 | i | i
COC(=O)c1cc(C#N)c(Oc2cccc(C)c2C)nc1C | i | i | i | i | i | -1.4 | i | i | 4.7 | i | i
CCC(Cc1ccccc1)NC(=O)CN(C)S(=O)(=O)c1ccc2c(c1)c(=O)n(C)c(=O)n2C (stereo unspecified) | i | i | i | i | i | 2.6 | i | i | -6.2 | i | i
CCc1cc2c(=O)c(-c3nc4ccccc4n3C)c(C)oc2c(CN(CC)CC)c1O | i | i | i | i | i | -12.9 | i | i | -5.1 | i | i
COC(=O)CN1C(C)=Nc2ccc(Br)cc2C1c1ccccc1 (stereo unspecified) | i | i | i | i | i | -0.8 | i | i | 8.1 | i | i
COc1ccc(OC)c(S(=O)(=O)N2CCN(C34CC5CC(CC(C5)C3)C4)CC2)c1 | i | i | i | i | i | 8.2 | i | i | -6.4 | i | i
CC(C)(C)c1cc(-c2ccco2)c(C#N)c(SCC#N)n1 | i | i | i | i | i | 4.9 | i | i | 8.3 | i | i
Cc1ccc(NC(=O)N2CCSc3ccccc32)cc1 | i | i | i | i | i | 2.3 | i | i | -5.4 | i | i
Cn1cc(CNCC2CCCO2)c(-c2ccc(Oc3ccccc3)cc2)n1 (stereo unspecified) | i | i | i | i | i | 2.7 | i | i | -8.7 | i | i
Cc1ccc(C)c2[nH]c(=O)c(CCNC(=O)c3cccs3)cc12 | i | i | i | i | i | 3.9 | i | i | 0.3 | i | i
CCCn1c(Nc2cccc(OC)c2)nc2ccccc21 | i | i | i | i | i | 4.1 | i | i | 1.3 | i | i
COC(=O)C1CN(C(=O)COc2ccc(Cl)cc2C)c2ccccc2O1 (stereo unspecified) | i | i | i | i | i | -1.7 | i | i | 6.9 | i | i
COc1ccc(OC)c(NC(=O)c2cccc(N3C(=O)C4C5C=CC(C6CC56)C4C3=O)c2)c1 (stereo unspecified) | i | i | i | i | i | 3.6 | i | i | -4.9 | i | i
COc1cc(CNCc2ccncc2)cc(OC)c1OC | i | i | i | i | i | -2.5 | i | i | 1.3 | i | i
CCn1cc(S(=O)(=O)Nc2ccc(Cl)cc2F)cn1 | i | i | i | i | i | 4.0 | i | i | -2.6 | i | i
COc1ccc(CCNC(=O)CCc2nc3sc4c(c3c(=O)[nH]2)CCCC4)cc1 | i | i | i | i | i | -0.6 | i | i | 4.9 | i | i
O=C(O)CCCNS(=O)(=O)c1cccc2nsnc12 | i | i | i | i | i | 6.0 | i | i | 4.0 | i | i
C=CCNC(=O)c1c(CSc2ccc(F)cc2)noc1C(=O)NCCC | i | i | i | i | i | 6.0 | i | i | -0.7 | i | i
COc1ccccc1Nc1nc(N(C)c2ccccc2)nc(N)c1[N+](=O)[O-] | i | i | i | i | i | -3.5 | i | i | 0.3 | i | i
Cc1cccn2c(=O)c3cc(C(=O)NCCc4ccccc4)c(=N)n(CC4CCCO4)c3nc12 (stereo unspecified) | i | i | i | i | i | -103.0 | i | i | -3.0 | i | i
CCOC(=O)CCNC(=O)N1CCCC(N(C)CCc2ccccc2)C1 (stereo unspecified) | i | i | i | i | i | 2.1 | i | i | -3.6 | i | i
Cc1c(C(=O)Nc2c(F)cccc2F)sc2ncn(CC(=O)N3CCCCC3)c(=O)c12 | i | i | i | i | i | -1.2 | i | i | 0.3 | i | i
Oc1ccc(Br)cc1CNc1cccc2cccnc12 | i | i | i | i | i | -4.7 | i | i | 54.8* | i | i
COc1ccc(CNC(C)C2COc3ccccc3O2)c(OC)c1 (stereo unspecified) | i | i | i | i | i | -5.5 | i | i | -2.4 | i | i
O=C(NC(=S)NCc1ccco1)c1cccc(Cl)c1 | i | i | i | i | i | 2.8 | i | i | -2.1 | i | i
CN(C)S(=O)(=O)c1ccc(C(=O)NCc2nnc(SCC(=O)N3CCCC3)o2)cc1 | i | i | i | i | i | -1.0 | i | i | 17.3 | i | i
O=C(CN1C(=O)CSc2ncccc21)NCCN1CCOCC1 | i | i | i | i | i | 9.3 | i | i | -3.7 | i | i
COc1cc(N=c2ssnc2Cl)cc(OC)c1OC | i | i | 32.5* | i | i | 35.8* | i | i | -7.9 | i | i
COc1cc(NC(=S)Nc2ccc(OC(F)F)cc2)cc(OC)c1 | i | i | i | i | i | 1.5 | i | i | 0.8 | i | i
CCc1ccc(C(C)NC(=O)C2CCCC2)cc1 (stereo unspecified) | i | i | i | i | i | 1.1 | i | i | 2.5 | i | i
CCOc1ccc(N2C(=O)CC(NC3CCCCNC3=O)C2=O)cc1 (stereo unspecified) | i | i | i | i | i | -3.2 | i | i | 2.7 | i | i
Nc1nc(C(=O)N2CCOCC2)nn1C(=O)c1ccc(Cl)cc1 | i | i | i | i | i | 10.3 | i | i | -12.3 | i | i
O=C(CCc1ccccc1)NC(NC(=S)Nc1ccc(Br)cc1)C(Cl)(Cl)Cl (stereo unspecified) | i | i | i | i | i | -0.8 | i | i | 16.0 | i | i
NCc1ccccc1 | 13.3* | · | i | · | · | 6.2 | i | · | · | i | i
CCc1ccc(NC2=NC(C(=O)c3ccccc3)CC(=O)N2)cc1 (stereo unspecified) | i | i | i | i | i | 1.6 | i | i | -1.8 | i | i
N#C/C(=C\c1cn[nH]c1-c1ccccc1)C(=O)NC1CCCCCC1 | i | i | i | i | i | 3.1 | i | i | -16.0 | i | i
CC(C)NS(=O)(=O)c1ccc2c3c(cccc13)CC2 | i | i | i | i | i | -16.1 | i | i | -4.6 | i | i
COc1cc(C(=O)NCc2nnc(SCC(=O)Nc3cccc(C(F)(F)F)c3)o2)cc(OC)c1OC | i | i | i | i | i | 2.4 | i | i | -1.6 | i | i
CC1(OC(=O)C2CCCC2)C(=O)C=C2C=C(c3ccsc3)OC=C2C1=O (stereo unspecified) | i | i | i | i | i | -0.1 | i | i | 11.2 | i | i
O=C(Cn1c(=O)oc2cc(S(=O)(=O)NCc3ccccc3)ccc21)N1CCCC1 | i | i | i | i | i | 0.5 | i | i | -8.0 | i | i
CCN(c1ccccc1)S(=O)(=O)c1nnc(NC(=O)c2ccccc2OC)s1 | i | i | i | i | i | 7.2 | i | i | 11.9 | i | i
CCOc1ccc(N2CC(NS(=O)(=O)c3cccnc3)CC2=O)cc1 (stereo unspecified) | i | i | i | i | i | -3.2 | i | i | -9.7 | i | i
CCOC(=O)c1cnc2ccc(C)cc2c1NCCO | i | i | i | i | -8.18* | 10.6 | i | i | 5.5 | i | i

Other records:
SMILES | MrgX1 allo act | RGS4 act | MrgX1 ag | TRPC6 activator | TRPC6 inh | HDAC3 inh | TMEM16A inh | RGS4 block | SKKanGAS inh | MrgX1 antagonist | TMEM16A act
COc1ccc(Br)cc1CNc1ccc2[nH]c(=O)[nH]c2c1 | i | i | i | i | i | -9.2 | i | i | 18.5 | i | i
O=C(O)CSCC(=O)N1CCCN(c2ccc(C(F)(F)F)cn2)CC1 | i | i | i | i | i | -2.9 | i | i | 0.3 | i | i
CCOC(=O)N1CCC(NC(=O)C2CCCN(S(=O)(=O)c3cccnc3)C2)CC1 (stereo unspecified) | i | i | i | i | i | -3.8 | i | i | -2.9 | i | i
O=C(O)c1cc2c([nH]c1=O)CCCC2 | i | i | i | i | i | -10.2 | i | i | 1.7 | i | i
CCOC(=O)c1[nH]c(C)c(C(=O)NC2CCCCC2)c1C | i | i | i | i | i | 6.0 | i | i | -3.0 | i | i
CCN1CCN(C(=O)C2COc3ccccc3O2)CC1 (stereo unspecified) | i | i | i | i | i | 2.8 | i | i | 17.9 | i | i
O=C(/C=C/c1ccc2c(c1)OCO2)N1CCOCC1 | i | i | i | i | i | -3.1 | i | i | -5.0 | i | i
CCC(CC)NC(=O)COc1ccc(OC)cc1C=O | i | i | i | i | i | -6.3 | i | i | -3.8 | i | i
CC(C)(C)NC(=O)CN(C(=O)CS(=O)CC(=O)Nc1ccc(F)cc1)c1ccc(Cl)cc1 (stereo unspecified) | i | i | i | i | i | 1.7 | i | i | -12.4 | i | i
COc1ccc2cc(CN(Cc3cccnc3)Cc3nnnn3Cc3ccccc3)c(=O)[nH]c2c1 | i | i | i | i | i | 2.7 | i | i | -2.0 | i | ·
Clc1ccc(CN2CCN(c3ncccn3)CC2)c(Cl)c1 | i | i | i | i | i | 2.9 | i | i | 14.5 | i | i
N#CC(C(=O)Nc1ccc(Cl)c(Cl)c1)=C1Nc2ccccc2N1 | i | i | i | i | i | -3.9 | i | i | 2.0 | i | i
CN1CCN(C(=O)/C(=C/c2ccco2)NC(=O)c2ccccc2)CC1 | i | i | i | i | i | 1.1 | i | i | -5.1 | i | i
COc1ccc(N(CC(=O)NCCSc2ccccn2)S(=O)(=O)c2ccc(C)cc2)cc1OC | i | i | i | i | i | 1.8 | i | i | -2.9 | i | i
CCOc1ccc(NC(=O)C2CCCN2C(=O)OCc2ccccc2)cc1 (stereo unspecified) | i | i | i | i | i | 5.0 | i | i | 4.2 | i | i
COc1ccc(N(CC(=O)Nc2ccc(C(N)=O)cc2)S(=O)(=O)c2ccc(C)c([N+](=O)[O-])c2)cc1 | i | i | i | i | i | -7.0 | i | i | -0.9 | i | i
